# Screening results deposited in PubChem by National Center for Advancing Translational Sciences (NCATS).
# RGS12 GoLoco inh: blocks human Gai1 binding to RGS12 GoLoco peptide, red readout; P63096; Gai1:RGS12 GoLoco peptide FP, rhodamine, 10 min; Potency, µM (doses to about 61.6 µM), inactives show top-dose activity, negative = inhibition, usual class: inhibitors; 0.44% of 230,000 active; AID 880; active = well fitted inhibition curve with a large enough effect, not every such curve was filed as active; inactive = no such curve, though single readings can be large or run the other way; also: nearly all actives have a fitted effect of over 30% in size; many of its hits are not listed in these tables
# RECQ1 helicase: RECQ1 (human) helicase inhibition. P46063. RECQ1 DNA unwinding, red fluorescence kinetic read. Potency, µM (highest dose often 57.3 µM), inactives show top-dose activity, negative = inhibition, actives largely listed as inhibitors. 0.54% of 240,000 active. AID 2549;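 also: plate controls were vehicle for no effect and no enzyme for full effect; nearly all actives have a fitted effect of over 30% in size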
#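 50 nM RECQ1T1 preincubated 15 min with compound in Tris pH 8.0 buffer with MgCl2, DTT, Tween-20 and 2.5 ug/ml poly(dI-dC); started with 200 nM TAMRA/BHQ-2 forked duplex and 2 mM ATP. Unwinding read as fluorescence (525/598 nm), two reads 2 h apart.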
# Tau FP inhib: tau fibrillization inhibition (FP) | 0.39% of 280,000 active | K18 P301L tau heparin fibrillization, Alexa594 FP, 6 h | Potency, µM (highest dose often 57.7 µM), for inactives: top-dose activity, negative = inhibition, actives largely listed as inhibitors | AID 1468; also: nearly all actives have a fitted effect of over 55% in size
# Target sequence (P10636 561-689 P618L limits assumed): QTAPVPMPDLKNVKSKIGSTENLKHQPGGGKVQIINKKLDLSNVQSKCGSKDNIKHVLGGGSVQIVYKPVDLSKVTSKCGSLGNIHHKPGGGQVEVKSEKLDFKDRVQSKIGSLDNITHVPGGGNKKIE
#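 Human K18 P301L fragment (15 uM unlabeled plus 0.24 uM Alexa 594-labeled) in 100 mM sodium acetate pH 7 with compound, aggregation induced by 20 uM heparin for 6 hr at 37 C. ThT (30 uM) added for 1 hr, then Alexa 594 FP read.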
# TRb SRC2 PPI: TRbeta-SRC2 interaction inhibition; P10828; TRbeta-SRC2 peptide binding, fluorescence polarization; receptor liganded with 1 µM T3; Potency, µM (doses to about 106 µM), for the others: at the top dose activity change, negative = inhibition, hits mostly inhibitors; 0.065% of 280,000 active; AID 1469;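 also: plate controls were bound peptide for no effect and peptide without receptor for full effect; nearly all actives have a fitted effect of over 50% in size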
# Target sequence (P10828 whole entry, looked up): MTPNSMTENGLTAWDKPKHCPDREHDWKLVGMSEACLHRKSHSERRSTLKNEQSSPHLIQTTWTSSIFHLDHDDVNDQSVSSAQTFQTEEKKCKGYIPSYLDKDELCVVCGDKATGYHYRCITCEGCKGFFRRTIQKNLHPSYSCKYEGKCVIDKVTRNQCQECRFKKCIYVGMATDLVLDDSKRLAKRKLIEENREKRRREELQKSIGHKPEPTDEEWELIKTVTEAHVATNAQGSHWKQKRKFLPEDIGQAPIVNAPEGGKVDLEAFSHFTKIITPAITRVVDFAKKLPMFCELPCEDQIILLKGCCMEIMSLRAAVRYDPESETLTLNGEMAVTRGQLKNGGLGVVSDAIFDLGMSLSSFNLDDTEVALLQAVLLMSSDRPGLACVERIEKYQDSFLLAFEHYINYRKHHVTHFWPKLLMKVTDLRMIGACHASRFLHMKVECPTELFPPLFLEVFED
#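 Assay buffer: 20 mM Tris-HCl, 100 mM NaCl, 10% glycerol, 1 mM EDTA, 0.01% NP-40, 1 mM DTT, 1 uM T3, 5% DMSO; TRb LBD 0.6 uM, Texas Red SRC2 20 nM; FP after 5 hr.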
# TexasRed fluor: alters Texas Red total fluorescence, flagging assay interference; TRb/SRC2 Texas Red total fluorescence interference; Potency, µM (titrated, usually from 106 µM), for inactives: top-dose fluorescence change, negative = quenching; 0.29% of 280,000 active; AID 1479; active = well fitted curve in either direction with a large enough effect; inconclusive = small, poorly fitted or top-dose-only effect
#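 Human TRβ ligand-binding domain (0.6 uM) and Texas Red SRC2 peptide (20 nM) in Tris buffer with 1 uM T3 and 5% DMSO were incubated with pinned compound for 5 hr at ambient temperature. Total fluorescence was computed as S + 2P (555/632 nm).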
# Tau fibril ThT: blocks human tau fibril formation measured by thioflavin T; P10636; recombinant tau K18 P301L (four-repeat tau fragment), heparin-induced fibrillization, ThT fluorescence; Potency, µM (series often up to 57.4 µM), for the others: top-dose activity, negative = inhibition, actives largely listed as inhibitors; 2.1% of 270,000 active; AID 1460; also: nearly all actives have a fitted effect of over 55% in size
#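 Heparin-induced fibrillization of the P301L-mutant K18 repeat-domain fragment of human tau was followed by ThT binding in quantitative high-throughput format.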
# KDM4E inh: JMJD2E (human) inhibition; JMJD2E catalytic domain, FDH-coupled NADH fluorescence (FDH is formaldehyde dehydrogenase); B2RXH2; Potency, µM (highest dose often 57.1 µM), for the others: at the top dose activity change, negative = inhibition, most hits filed as inhibitors; AID 2147; 1.6% of 230,000 active; active = well fitted inhibition curve with a large enough effect, not every such curve was filed as active; inconclusive = small, poorly fitted or top-dose-only effect, or another doubt; inactive = no such curve, though single readings can be large or run the other way;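 also: 0% = wells with enzyme and -100% = buffer wells without enzyme; nearly all actives have a fitted effect of over 50% in size; many of its hits are not listed in these tables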
# Target sequence (B2RXH2 1-337 limits assumed): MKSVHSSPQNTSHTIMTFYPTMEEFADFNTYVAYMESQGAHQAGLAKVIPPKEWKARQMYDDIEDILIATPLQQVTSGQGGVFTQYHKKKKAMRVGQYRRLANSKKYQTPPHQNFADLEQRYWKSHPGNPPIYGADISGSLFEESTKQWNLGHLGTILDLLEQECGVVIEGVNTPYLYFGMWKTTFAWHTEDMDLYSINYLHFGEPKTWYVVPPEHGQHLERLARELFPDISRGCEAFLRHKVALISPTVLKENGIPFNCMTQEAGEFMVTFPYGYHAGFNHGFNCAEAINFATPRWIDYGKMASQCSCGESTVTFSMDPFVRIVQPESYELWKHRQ
# L3MBTL1 inh: inhibitors of human L3MBTL1. 0.66% of 230,000 active. AlphaScreen L3MBTL1–H3K9me1 peptide binding. Potency, µM (series often up to 57.1 µM), for inactives: at the top dose activity, negative = inhibition, most hits filed as inhibitors. Q9Y468; also: nearly all actives have a fitted effect of over 60% in size
#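 AlphaScreen assay: L3MBTL1 (50 nM final) was preincubated 30 min at room temperature with biotinylated H3(1-15)K9me1 peptide (75 nM final), then 30 min with library compounds; streptavidin donor and nickel chelate acceptor beads (10 ug/mL final) added, 30 min dark.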
# The depositor's hits bear a star; i = inactive; ? = inconclusive; . = not tested or not shown; [ ] = another dose, or the depositor's remark. Unless noted, calls follow the shape of the dose curve; as a rule, active = well fitted curve in the direction sought with a large enough effect; inconclusive = small, poorly fitted or top-dose-only effect, or another doubt; inactive = no such curve, though single readings can be large; an effect the other way counts as inactive or inconclusive. Unless noted, % is scaled to controls: 0 for no effect and ±100 for the full control effect; potency is read from the fitted curve at half-maximal effect. An excerpt; rates above refer to the full screens.
Structure	RGS12 GoLoco inh	RECQ1 helicase	Tau FP inhib	TRb SRC2 PPI	TexasRed fluor	Tau fibril ThT	KDM4E inh	L3MBTL1 inh
COc1ccc(-c2nc(C)c(CCNS(=O)(=O)c3cc(C)c(C)cc3C)s2)cc1	.	.	3.6%	10.6%	-12.3%	-13.4%	.	.
CCc1cc(=O)oc2cc(C)c3c(C)coc3c12	5.4%	-5.1%	-3.7%	-6.3%	4.0%	-4.5%	?	14.0%
O=[N+]([O-])c1cc(Cl)ccc1NCCNS(=O)(=O)c1ccccc1	-3.8%	i	4.4%	-1.7%	-4.4%	12.6µM*	6.9%	-1.7%
COC(=O)c1ccc(OC)c(CSc2nnc(COc3cccc(C)c3)o2)c1	5.7%	2.2%	4.0%	-2.1%	2.5%	?	-2.6%	.
BrC(Br)C(Br)Br	-4.2%	-6.6%	.	11.2%	0.3%	.	.	.
COC(=O)c1ccc(-n2nnnc2SCC(=O)NCc2cccc(C(=O)O)c2)cc1	6.2%	i	-11.5%	-8.6%	2.6%	-4.1%	-1.1%	.
Cc1cc2cc(CNC(=O)c3ccco3)ccc2n1C	0.9%	-17.1%	-3.5%	7.5%	1.7%	?	-10.4%	.
Cn1c(CNC(=O)Nc2ccccc2)nnc1SCc1ccccc1	-19.8%	-6.1%	9.0%	-0.5%	-2.5%	-5.2%	0.3%	-0.9%
O=C1COc2ccc(-c3cc(-c4ccccc4)c4c(n3)-c3ccccc3OC4)cc2N1	.	.	-8.6%	6.3%	2.8%	7.4%	.	.
O=C(Nc1ccccc1N1CCCCC1)c1cccc(F)c1	10.9%	i	-5.5%	-4.8%	-2.6%	-10.1%	-1.8%	.
O=C(NNC(=O)c1cccs1)c1ccc2ccccc2c1	6.3%	4.2%	2.6%	0.1%	0.6%	-10.4%	-1.3%	10.1%
Clc1ccccc1OCCSc1nnc(-c2cccs2)o1	.	.	-5.0%	3.9%	-22.3%	?	.	.
O=C(COC(=O)CC(c1ccccc1)c1ccccc1)Nc1cccc(F)c1	-4.0%	-8.4%	?	-3.7%	0.9%	-0.6%	-1.8%	12.5%
Cc1ccccc1N(C)S(=O)(=O)c1ccc2[nH]cc(C(=O)NCC3CCCO3)c(=O)c2c1 (stereo not given)	20.2%	1.0%	?	-1.2%	0.4%	-13.0%	?	7.3%[11.4 µM]
Cn1cnc(S(=O)(=O)Nc2ccc(OC(F)(F)F)cc2)c1	3.5%	-3.2%	-5.9%	5.4%	-1.2%	4.2%	1.5%	.
CCOc1cc(N2CCOCC2)c(OCC)cc1NC(=O)c1nc2nc(C)cc(C)n2n1	3.0%	-9.0%	1.1%	-4.7%	-2.1%	-5.3%	-0.9%	-2.2%
COc1cc([N+](=O)[O-])ccc1N	.	-10.8%	2.9%	10.6%	-1.2%	-0.3%	-2.8%	2.6%
CCOC(=O)c1nnn(CC(=O)Nc2cc(F)ccc2F)c1C(=O)OCC	10.4%	-4.7%	-8.7%	-1.8%	-4.1%	1.8%	7.3%	6.1%
O=C(O)c1ccc(NCCC2=CCCCC2)c([N+](=O)[O-])c1	6.3%	6.1%	-1.0%	0.7%	-1.8%	?	9.3%	.
OCc1cn(-c2ccccc2)nc1-c1cccnc1	2.4%	i	-0.4%	-4.3%	-2.9%	-2.5%	4.2%	6.4%
CCn1c(SCC(=O)N/N=C/c2cc(OC)c(O)c(OC)c2)nc2ccccc21	-2.2%	-11.3%	-1.7%	-1.3%	-69.0%	?	3.8%	-3.3%
O=C(COc1ccccc1CNCc1ccccc1)Nc1ccccc1	2.4%	-9.0%	-6.6%	1.0%	0.6%	-2.5%	10.3%	.
COc1ccc(C(=O)N2CCCC2)cc1S(=O)(=O)N1CCOCC1	6.6%	i	1.2%	-10.6%	-0.2%	1.6%	4.1%	.
Cc1ccc(CNC(=O)COC(=O)Cn2nc(C)c([N+](=O)[O-])c2C)cc1	5.4%	-1.2%	-4.2%	1.4%	-0.2%	-8.2%	4.3%	-2.3%
CC(=O)OCC(=O)N1N=C(c2ccc3ccccc3c2)CC1c1ccccc1 (stereo not given)	4.1%	-9.3%	5.1%	1.7%	-0.9%	-15.8%	?	1.2%
Cc1[nH]n(-c2ccccc2)c(=O)c1/C=N/NC(=O)c1cccc([N+](=O)[O-])c1	-8.8%	i	4.1%	-3.0%	-0.8%	?	4.3%	5.7%
CC(C)CNC(=O)NC(=O)COC(=O)c1cc([N+](=O)[O-])ccc1NCc1ccccc1Cl	1.4%	i	-10.0%	-5.7%	-0.4%	9.1%	9.4%	1.3%
NS(=O)(=O)c1ccc(CCn2c(=S)[nH]c3ccccc3c2=O)cc1	0.9%	-3.2%	3.6%	5.0%	-2.3%	9.6%	-6.1%	7.5%
C[C@@H]1CN(C2CCN(Cc3nc(C(c4ccccc4)c4ccccc4)no3)CC2)C[C@H](C)O1	0.7%	-2.7%	-5.0%[2.34 µM]	0.4%	1.0%	-1.7%	-3.7%	0.5%
CCNC(=S)Nc1c(C)n(C)n(-c2ccccc2)c1=O	-0.7%	i	2.7%	8.5%	-0.6%	-8.0%	3.4%	-1.5%

# Exported field by field: 3 of the compounds above
compound: CC(C)CNC(=O)NC(=O)COC(=O)c1cc([N+](=O)[O-])ccc1NCc1ccccc1Cl
  RGS12 GoLoco inh: 1.4%
  RECQ1 helicase: i
  Tau FP inhib: -10.0%
  TRb SRC2 PPI: -5.7%
  TexasRed fluor: -0.4%
  Tau fibril ThT: 9.1%
  KDM4E inh: 9.4%
  L3MBTL1 inh: 1.3%
compound: NS(=O)(=O)c1ccc(CCn2c(=S)[nH]c3ccccc3c2=O)cc1
  RGS12 GoLoco inh: 0.9%
  RECQ1 helicase: -3.2%
  Tau FP inhib: 3.6%
  TRb SRC2 PPI: 5.0%
  TexasRed fluor: -2.3%
  Tau fibril ThT: 9.6%
  KDM4E inh: -6.1%
  L3MBTL1 inh: 7.5%
compound: C[C@@H]1CN(C2CCN(Cc3nc(C(c4ccccc4)c4ccccc4)no3)CC2)C[C@H](C)O1
  RGS12 GoLoco inh: 0.7%
  RECQ1 helicase: -2.7%
  Tau FP inhib: -5.0%[2.34 µM]
  TRb SRC2 PPI: 0.4%
  TexasRed fluor: 1.0%
  Tau fibril ThT: -1.7%
  KDM4E inh: -3.7%
  L3MBTL1 inh: 0.5%

# (further entries)
# Values in the order: RGS12 GoLoco inh	RECQ1 helicase	Tau FP inhib	TRb SRC2 PPI	TexasRed fluor	Tau fibril ThT	KDM4E inh	L3MBTL1 inh
- COc1ccc2c(c1)O[C@@H](c1cccc(C(F)(F)F)c1)[C@H](OC(=O)NCCOc1ccccc1)C2=O
→ -0.4%	-6.9%	-0.4%	7.0%	-0.6%	-9.1%	5.6%	.
- CCOc1ccc(-c2c(C(=O)N/N=C/c3ccc(C)cc3)nnn2-c2nonc2N)cc1
→ -7.9%	-12.9%	?	-2.3%	-4.9%	-8.2%	-14.8%	3.7%
- CCOC(=O)c1c(NC(=O)COC(=O)c2c(C)noc2C)sc2c1CCC2
→ 4.4%	-1.0%	-1.8%	-19.0%	-1.1%	-10.3%	?	-19.7%
- COc1ccc(S(=O)(=O)NCC(c2ccc(N(C)C)cc2)N2CCc3ccccc32)cc1 (stereo not given)
→ .	.	-5.6%	-7.7%	0.5%	?	.	.
- CC/C=C\[C@H](O)[C@H](O)C1=C(C)C(=O)[C@]2(O1)C(=O)N[C@@](OC)(C(=O)c1ccccc1)C2O (stereo not given in full)
→ -7.1%	-0.1%	-1.2%	-3.0%	0.2%	-12.8%	-7.6%	-8.5%
- CCc1ccc(NC(=O)Cn2c(=O)n(Cc3ccco3)c(=O)c3cccnc32)cc1
→ .	.	-18.7%	-27.5%[53 µM]	-79.4%[53 µM]	12.4%	.	.
- N#Cc1ccccc1Cn1cc(/C=C/[N+](=O)[O-])c2ccccc21
→ 20.4%	-9.8%	4.0%	7.6%	0.5%	?	-23.7%	-16.1%
- O=C(O)C1CC=CCC1C(=O)N1CC=C(c2ccccc2)CC1 (stereo not given)
→ 3.6%	-1.1%	1.0%	1.1%	-1.2%	-16.2%	-25.8%	.
- CCNC(=O)CC1C(=O)N(c2ccc(C)cc2)C(=O)N1CCC(C)C (stereo not given)
→ .	.	-5.9%	3.9%	-1.9%	6.3%	.	.
- O=C(Nc1ccc2c(c1)OCCO2)C1CCN(S(=O)(=O)c2ccccc2)CC1
→ 12.4%	i	2.8%	-6.0%	0.0%	-6.5%	7.3%	5.3%
- COc1ccc(C(=O)/C(=C\c2ccco2)N2C=CC=CC2=C(C#N)C#N)cc1
→ 16.8%	i	?	0.2%	-4.8%	12.6µM*	?	-4.2%
- Cc1ccccc1NC(=S)NC(C)C(c1cccs1)N1CCOCC1 (stereo not given)
→ 0.2%	-10.8%	6.3%	4.7%	-6.1%	-14.8%	-2.2%	-8.3%
- O=C(NCCCn1ccnc1)c1noc2c1CCc1ccccc1-2
→ 1.7%	i	-8.8%	-7.9%	-3.3%	-19.4%	-3.4%	-4.7%
- CCOC1=NN(c2ncc(C(F)(F)F)cc2Cl)C(=O)C1
→ -3.0%	i	-6.2%	-1.1%	-1.3%	-0.5%	-23.6%	.
- COCCn1c(Sc2ccc(C)cc2)nc2c1c(=O)[nH]c(=O)n2C
→ 3.6%	-11.6%	-3.6%	9.8%	0.2%	-10.8%	-0.4%	.
- COc1cc(C(=O)OCC(=O)N(C)Cc2ccccc2)cc(OC)c1OC
→ 5.9%	-2.2%	-2.2%	-7.1%	-3.1%	-1.5%	-4.1%	?
- CSc1ncc(S(=O)(=O)c2ccccc2)c(=O)[nH]1
→ 2.7%	-1.8%	2.1%	4.5%	-0.1%	3.7%	-3.8%	19.2%
- CC(C)n1c(O)c(N=Nc2ccc(Cl)c(C(=O)O)c2)c2ccccc21
→ -3.7%	15.6%	-2.4%	-3.4%	1.4%	15.8µM*	-0.1%	.
